# Assay outcomes: PubChem, Broad Institute
# GASC1 inh: KDM4C (human) demethylase inhibition; Q9H3R0; GST-KDM4C 2-372, H3K9me3 peptide, LANCE TR-FRET; inhibition, % at 12.5 µM; 96,000 tested, 0.15% active;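 active = mean replicate inhibition above about 25%, with at least 55% of replicates also reaching it, limit read from the data, passing the limit was not always enough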
# Target sequence (Q9H3R0 2-372 limits assumed): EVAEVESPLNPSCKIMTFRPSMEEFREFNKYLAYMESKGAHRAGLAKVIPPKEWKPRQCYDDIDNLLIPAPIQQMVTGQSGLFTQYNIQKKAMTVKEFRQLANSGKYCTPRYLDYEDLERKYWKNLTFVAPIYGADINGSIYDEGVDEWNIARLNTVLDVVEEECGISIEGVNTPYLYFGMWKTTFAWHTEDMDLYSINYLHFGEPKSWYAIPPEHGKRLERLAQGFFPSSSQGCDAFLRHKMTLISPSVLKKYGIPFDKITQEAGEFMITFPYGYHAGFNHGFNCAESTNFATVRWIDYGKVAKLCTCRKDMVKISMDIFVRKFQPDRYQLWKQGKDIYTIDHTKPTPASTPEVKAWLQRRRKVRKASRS
#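 reagent = H3K9me3 peptide substrate, Fe(II), 2-oxoglutarate | system = GST-tagged GASC-1 (JMJD2C) catalytic fragment, aa 2-372 | amount = enzyme final amount 10 nM | read-out = Fall in 671/618 emission ratio as inhibition | medium = HEPES buffer, pH 7.5, plus ascorbate | schedule = 30 min reaction, 60 min detection, RT | measured by = LANCE TR-FRET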
# Pf Dd2 inh: P. falciparum Dd2 growth inhibition; SYBR Green, 72 h; active compounds read low; activity change, % at 10 µM; 94,000 tested, 2.3% active; in the data active = activity change below about -80%
# C diff HTS: C. difficile growth inhibition. growth activity, negative = inhibition, % at 16 µg/mL (by protocol). 86,000 tested, 0.25% active. AID 1259249. Clostridium difficile clinical isolate growth, OD600, 24 h; active compounds read low;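 active = mean growth activity at or below -80% and every replicate also at or below -80%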;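 also: 0% = DMSO wells and -100% = levofloxacin 16 µg/mL wells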
# T cruzi growth: inhibitors of T. cruzi proliferation; T. cruzi beta-gal in NIH3T3, GalScreen luminescence, 90 h; inhibition, % at 8.34 µM; 77,000 tested, 5.9% active;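 active = mean inhibition above about 93%, with at least 55% of replicates each passing it, limit read from the data, passing the limit was not always enough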
# Numbers without * were called inactive; nt = no result given; & = joins results of further samples; ! = a repeat was not active.
SMILES,GASC1 inh,Pf Dd2 inh,C diff HTS,T cruzi growth
COc1cccc(-c2ccc([C@@H]3[C@H]4CN(Cc5cncnc5)CCCCN4[C@H]3CO)cc2)c1,-0.1,34,-5,51
Cc1ccc(S(=O)(=O)Nc2ccc3c(c2)C(=O)N([C@H](C)CO)C[C@H](C)[C@H](CN(C)C(=O)Nc2ccc4c(c2)OCO4)OCCCC[C@@H](C)O3)cc1,1.0,4,3,nt
Cc1ccc(S(=O)(=O)Nc2ccc3c(c2)C(=O)N(C)[C@@H]2CC[C@H](CC(=O)NCCc4ccncc4)O[C@@H]2CO3)cc1,-0.9,17,18,-19
O=C(C[C@H]1C[C@@H]2c3cc(NC(=O)C4CCC4)ccc3O[C@@H]2[C@@H](CO)O1)NCCN1CCCCC1,-1.7,-26,nt,12
Cc1noc(C)c1NC(=O)N(C)C[C@H]1Oc2ccc(N(C)C)cc2CC(=O)N([C@@H](C)CO)C[C@H]1C,0.8,16,0,29
C[C@H]1CN([C@@H](C)CO)C(=O)Cc2cc(NS(=O)(=O)c3ccc(Cl)cc3)ccc2O[C@@H]1CN(C)S(=O)(=O)c1cn(C)cn1,1.0,0,-3,-13
Cc1noc(C)c1NC(=O)Nc1cccc2c1O[C@@H](CN(C)S(=O)(=O)c1cn(C)cn1)[C@@H](C)CN([C@H](C)CO)C2=O,0.8,-4,nt,-30
O=C(Cc1ccccn1)NCC[C@@H]1CC[C@@H](NC(=O)c2ccccc2F)[C@H](CO)O1,2.1,15,nt,-42
COc1ccc(S(=O)(=O)Nc2ccc3c(c2)CC(=O)N([C@H](C)CO)C[C@H](C)[C@H](CN(C)Cc2ccccc2)O3)cc1,0.0,-42,-4,71
CCCNC(=O)N1[C@@H](CO)[C@@H](c2ccccc2)C12CN(C(=O)CC)C2,-1.6,4,4,nt
CNC[C@@H]1OCCCC[C@H](C)Oc2ccc(NS(=O)(=O)c3c(C)noc3C)cc2C(=O)N([C@@H](C)CO)C[C@@H]1C,0.9,43,5,-24
O=C(c1ccccn1)N1CC(=O)N2[C@H](CO)[C@@H](c3ccc(C#CC4CCCC4)cc3)[C@H]2C1,1.1,-6,-7,nt
C[C@H]1CCCCO[C@@H](CN(C)C(=O)C2CCCCC2)[C@@H](C)CN([C@@H](C)CO)C(=O)c2cc(NS(=O)(=O)c3cn(C)cn3)ccc2O1,1.5,-31,-3,-83
Cc1noc(C)c1NC(=O)N(C)C[C@@H]1OCCCC[C@H](C)Oc2ccc(NS(=O)(=O)c3ccc(F)cc3)cc2C(=O)N([C@@H](C)CO)C[C@@H]1C,20,-37,-4,3
CN(C)C(=O)[C@@H]1[C@@H](CO)[C@@H]2Cn3c(ccc(-c4ccccc4)c3=O)[C@@H]2N1Cc1ccccc1,6.0,-1,1,56
COc1cccc(C#Cc2ccc([C@@H]3[C@H](C#N)N(C(=O)c4ccccn4)[C@H]3CO)cc2)c1,0.0,-67,-7,87
O=C(C[C@@H]1CC[C@H]2[C@@H](COC[C@H](O)CN2Cc2ccc(Cl)cc2)O1)NCc1cccc(F)c1,1.2,-2,75&67,nt
C/C=C/c1ccc2c(c1)O[C@@H](CN(C)C(=O)c1ccncc1)[C@H](C)CN([C@@H](C)CO)S2(=O)=O,1.3,14,-2,34
O=C(O)C[C@H]1C=C[C@@H](NC(=O)Nc2ccccc2)[C@@H](CO)O1,0.2,14,3,11
CN1C(=O)c2cc(NC(=O)c3ccc(C(F)(F)F)cc3)ccc2OC[C@@H]2O[C@H](CC(=O)NC3Cc4ccccc4C3)CC[C@H]21,0.1,-53,0,105*

# As entered above.
# Pf Dd2 inh with Cc1noc(C)c1NC(=O)N(C)C[C@@H]1OCCCC[C@H](C)Oc2ccc(NS(=O)(=O)c3ccc(F)cc3)cc2C(=O)N([C@@H](C)CO)C[C@@H]1C is entered as -37
# Pf Dd2 inh with COc1cccc(C#Cc2ccc([C@@H]3[C@H](C#N)N(C(=O)c4ccccn4)[C@H]3CO)cc2)c1 is entered as -67
# GASC1 inh with C[C@H]1CCCCO[C@@H](CN(C)C(=O)C2CCCCC2)[C@@H](C)CN([C@@H](C)CO)C(=O)c2cc(NS(=O)(=O)c3cn(C)cn3)ccc2O1 is entered as 1.5
# Pf Dd2 inh with O=C(C[C@@H]1CC[C@H]2[C@@H](COC[C@H](O)CN2Cc2ccc(Cl)cc2)O1)NCc1cccc(F)c1 is entered as -2
# T cruzi growth with CN1C(=O)c2cc(NC(=O)c3ccc(C(F)(F)F)cc3)ccc2OC[C@@H]2O[C@H](CC(=O)NC3Cc4ccccc4C3)CC[C@H]21 is entered as 105*

# (next part)
SMILES,GASC1 inh,Pf Dd2 inh,C diff HTS,T cruzi growth
O=C(C[C@H]1C[C@@H]2c3cc(NS(=O)(=O)c4ccc(F)cc4)ccc3O[C@@H]2[C@@H](CO)O1)N1CCCCC1,-2.3,-11,-7,nt
CC(C)NC(=O)N[C@@H]1CC[C@H](CCNS(=O)(=O)c2ccc(Cl)cc2)O[C@@H]1CO,2.6,-1,-2,-61
CCCN1[C@H](C(=O)N(C)C)[C@@H](CO)[C@@H]2Cn3c(ccc(-c4cccc(F)c4)c3=O)[C@@H]21,4.5,10,0,13
O=C(C[C@H]1C[C@@H]2c3cc(NC(=O)Cc4ccncc4)ccc3O[C@@H]2[C@H](CO)O1)NCc1ccc(-c2ccccc2)cc1,-2.3,-22,-4,nt
CCNC(=O)C[C@@H]1CC[C@H]2[C@@H](COc3ccc(NC(=O)C4CCOCC4)cc3C(=O)N2C)O1,5.0,4,-6,-16
Cc1noc(C)c1NC(=O)Nc1ccc2c(c1)C(=O)N([C@@H](C)CO)C[C@H](C)[C@H](CN(C)C(=O)NC1CCCCC1)OCCCC[C@@H](C)O2,0.5,12,2,nt
Cc1ccc(S(=O)(=O)NCC[C@@H]2CC[C@H](NC(=O)c3cccnc3)[C@@H](CO)O2)cc1,0.7,5,0,10
CCC(=O)N1CC[C@@H]2[C@H]1c1cc(-c3ccc(F)cc3)ccc1N(C)[C@H]2CO,-0.5,-4,5,106*
COc1ccc(S(=O)(=O)N[C@H]2C=C[C@@H](CC(=O)N3CCC(Cc4ccccc4)CC3)O[C@H]2CO)cc1,-0.3,-37,1,110*
C[C@@H](NC(=O)[C@@H]1[C@@H](CO)[C@@H]2Cn3c(ccc(-c4ccncc4)c3=O)[C@H]1N2C)c1ccccc1,-2.2,4,3,4
CNC[C@H]1Oc2c(NC(=O)c3nc4ccccc4s3)cccc2C(=O)N([C@H](C)CO)C[C@@H]1C,-1.1,-24,nt,-170
COCC(=O)Nc1ccc2c(c1)OC[C@H](C)NC[C@H](C)[C@@H](OC)CN(C)C2=O,-0.7,20,-1,nt
COc1cccc(-c2ccc3c(c2)[C@H]2[C@H](CCN2S(=O)(=O)c2ccccc2C)[C@@H](CO)N3C)c1,0.4,2,-8,88
COc1ccc(NC(=O)Nc2ccc3c(c2)CC(=O)N([C@@H](C)CO)C[C@@H](C)[C@H](CN(C)C(=O)Nc2c(C)noc2C)O3)cc1,-0.2,12,-6,26
N#C[C@@H]1[C@@H](c2ccc(-c3cccc(F)c3)cc2)[C@@H](CO)N1C(=O)NC1CCCC1,2.3,-20,-1,91
C[C@@H]1CN([C@@H](C)CO)S(=O)(=O)c2ccc(-c3cccc(C#N)c3)cc2O[C@@H]1CN(C)C(=O)c1ccc(F)cc1,-1.1,-15&-48,-2&-6,109*!
COc1cccc(NC(=O)N[C@@H]2CC[C@@H](CC(=O)NCc3ccncn3)O[C@@H]2CO)c1,2.2,2,nt,25
CN(C)C(=O)C[C@@H]1C[C@H]2c3cc(NS(C)(=O)=O)ccc3O[C@H]2[C@@H](CO)O1,3.3,16,-1,-27
CO[C@@H]1CN(C)C(=O)c2ccc(NS(C)(=O)=O)cc2OC[C@H](C)N(C(=O)C2CCCCC2)C[C@H]1C,0.6,-4,-1,-25
C[C@@H]1CN([C@@H](C)CO)C(=O)c2cc(NC(=O)Nc3ccc4c(c3)OCO4)ccc2O[C@@H]1CN(C)S(=O)(=O)c1cn(C)cn1,0.6,-39,-1,13
C[C@H]1CCCCO[C@H](CN(C)C)[C@@H](C)CN([C@@H](C)CO)C(=O)c2cc(NS(=O)(=O)c3ccccc3)ccc2O1,0.4,nt,2,20
COc1ccc2c3c([nH]c2c1)[C@H](CO)N(C(=O)CN(C)C)CC31CN(CC2CCCC2)C1,-1.3,-77,1,nt
CCCC(=O)N1CC2(C1)CN(C(=O)CC1CC1)[C@H](CO)c1c2c2ccc(OC)cc2n1C,-0.6,-15,-5,nt
C[C@@H]1CCCCO[C@H](CN(C)Cc2ccc3c(c2)OCO3)[C@H](C)CN([C@H](C)CO)C(=O)c2cc(NC(=O)NC3CCCCC3)ccc2O1,-0.9,nt,-2,107*
C[C@@H]1CN([C@@H](C)CO)C(=O)Cc2cc(NS(=O)(=O)c3ccc(F)cc3)ccc2O[C@@H]1CN(C)S(=O)(=O)c1ccccc1,1.2,7,2,77
CC=Cc1ccc2n(c1=O)C[C@@H]1[C@@H](CO)[C@H](C(=O)NCCC)[C@H]2N1C(=O)Nc1cc(F)ccc1F (mixture of isomers),-0.9,nt,-3,12
COCC(=O)Nc1ccc2c(c1)C(=O)N(C)[C@@H]1CC[C@H](CC(=O)NCC(F)(F)F)O[C@@H]1CO2,2.8,4,-5,-2
COCC(=O)N1CCCCN2[C@@H](CO)[C@@H](c3ccc(-c4ccc(OC)cc4)cc3)[C@@H]2C1,-0.1,17,-2,103*
Cc1noc(C)c1NC(=O)Nc1ccc2c(c1)C(=O)N([C@H](C)CO)C[C@H](C)[C@H](CN(C)Cc1ccc(C(=O)Nc3ccccc3N)cc1)O2,-1.5,-23,nt,87
COc1ccc(NC(=O)N(C)C[C@H]2Oc3ccc(NS(=O)(=O)c4ccc(Cl)cc4)cc3CC(=O)N([C@H](C)CO)C[C@@H]2C)cc1,-0.3,-21,4,-3
CCS(=O)(=O)Nc1ccc2c(c1)C(=O)N(C)C[C@@H](OC)[C@@H](C)CN(C(C)=O)[C@H](C)CO2,1.3,5,2,39
CN(C)CC(=O)N1[C@H](C(=O)Nc2nccs2)[C@@H](CO)[C@@H]2Cn3c(ccc(C4=CCCCC4)c3=O)[C@@H]21,0.9,nt,1,21
CCCNC(=O)N[C@@H]1C=C[C@H](CC(=O)NCCc2ccccc2)O[C@H]1CO,-0.3,17,nt,-16
CO[C@@H]1CN(C)C(=O)c2ccc(NC(=O)C3CC3)cc2OC[C@@H](C)N(C(=O)c2cnccn2)C[C@H]1C,0.2,15,0,22
CC(=O)N1CC[C@@H]2[C@@H](CO)Nc3ccc(-c4ccccc4)cc3[C@@H]21,-2.2,17,-5,73
O=C(Nc1cccc(F)c1)N1CCCCN2[C@H](CO)[C@@H](c3ccc(-c4ccncc4)cc3)[C@@H]2C1,0.7,-69,11,103*
CC(C)NC(=O)N(C)C[C@@H]1Oc2ccc(NC(=O)CCC(F)(F)F)cc2C(=O)N([C@H](C)CO)C[C@H]1C,0.5,5,0,nt
C[C@H]1CN([C@@H](C)CO)C(=O)c2cc(NS(=O)(=O)c3ccc(Cl)cc3)ccc2O[C@H]1CN(C)C(=O)Nc1ccc(F)cc1,-3.3,2,4,7
CCCN1C[C@@H](C)[C@H](OC)CN(C)C(=O)c2cc(NC(=O)Nc3c(C)noc3C)ccc2OC[C@H]1C,-0.9,-29,nt,-52
CO[C@H]1CN(C)C(=O)c2cc(NS(=O)(=O)c3ccc(Oc4ccccc4)cc3)ccc2OC[C@H](C)NC[C@H]1C,-1.4,-32,nt,-92

# Structures above with two or more sulfur atoms:
SMILES,GASC1 inh,Pf Dd2 inh,C diff HTS,T cruzi growth
C[C@H]1CN([C@@H](C)CO)C(=O)Cc2cc(NS(=O)(=O)c3ccc(Cl)cc3)ccc2O[C@@H]1CN(C)S(=O)(=O)c1cn(C)cn1,1.0,0,-3,-13
C[C@@H]1CN([C@@H](C)CO)C(=O)Cc2cc(NS(=O)(=O)c3ccc(F)cc3)ccc2O[C@@H]1CN(C)S(=O)(=O)c1ccccc1,1.2,7,2,77

# Going on with the list:
SMILES,GASC1 inh,Pf Dd2 inh,C diff HTS,T cruzi growth
C[C@H](CO)N1C[C@H](C)[C@@H](CN(C)C(=O)CCCN(C)C)OCCCC[C@H](C)Oc2ccc(NS(=O)(=O)c3ccc(F)cc3)cc2C1=O,2.4,17,-1,nt
COc1ccc(CN(C)C[C@@H]2OCCCC[C@@H](C)Oc3ccc(NC(=O)Nc4ccccc4)cc3C(=O)N([C@H](C)CO)C[C@@H]2C)cc1,1.4,54,-2,66
COc1ccc(S(=O)(=O)N(C)C[C@@H]2Oc3c(NS(=O)(=O)c4ccc(F)cc4)cccc3C(=O)N([C@H](C)CO)C[C@H]2C)cc1,0.3,-21,-4,22
COCCNC(=O)C[C@@H]1C[C@@H]2c3cc(NC(=O)Nc4ccc(C(F)(F)F)cc4)ccc3O[C@@H]2[C@@H](CO)O1,-0.7,2,nt,48
COc1ccc(NC(=O)Nc2ccc3c(c2)C(=O)N([C@@H](C)CO)C[C@H](C)[C@H](CN(C)Cc2ccncc2)OCCCC[C@@H](C)O3)cc1,2.4,-47,-2,66
CCNC(=O)C[C@@H]1CC[C@H]2[C@@H](COc3ccc(NC(C)=O)cc3C(=O)N2C)O1,0.6,-12,-6,28
O=C(C[C@H]1CC[C@H]2[C@@H](COC[C@@H](O)CN2Cc2nccs2)O1)N1CCC(Cc2ccccc2)CC1,-2.4,nt,2&1,91
